Screening data deposited in PubChem by several laboratories.
MEKK2wt PB1 HTS: raises or lowers MEK5 binding to wildtype human MEKK2 PB1 domain; bead flow cytometry, Alexa488-MEK5 binding to MEKK2 WT; actives lie on both sides; binding response (% of control), % at 10 µM; 290,000 tested, 1.1% active; in the data active = binding response below about 67% or above about 130%
OXTR agonist: activates the human oxytocin receptor; P30559; CHO-OTR cells, Fluo-8 calcium fluorescence; normalized: DMSO 0%, oxytocin 100%; activation, % at 3 µM; 320,000 tested, 0.32% active;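 active = activation above the mean of all tested compounds plus 3 SD, cutoff set per screening run, cut at about 20% in these data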;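 note: peak over basal fluorescence ratio from a 100 s FLIPR kinetic read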
Target sequence (P30559 whole entry, looked up): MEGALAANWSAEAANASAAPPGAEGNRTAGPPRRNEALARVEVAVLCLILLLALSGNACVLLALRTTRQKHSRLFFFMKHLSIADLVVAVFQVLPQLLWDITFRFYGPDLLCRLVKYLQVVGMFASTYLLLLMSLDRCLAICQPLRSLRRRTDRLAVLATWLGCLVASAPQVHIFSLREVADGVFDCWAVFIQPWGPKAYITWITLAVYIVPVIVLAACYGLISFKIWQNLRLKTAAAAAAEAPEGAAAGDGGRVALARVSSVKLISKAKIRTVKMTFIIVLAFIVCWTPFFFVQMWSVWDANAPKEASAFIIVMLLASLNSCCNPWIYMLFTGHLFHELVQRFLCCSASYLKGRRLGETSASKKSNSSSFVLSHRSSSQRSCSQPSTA
PHOSPHO1 inh: inhibitors of human PHOSPHO1 phosphatase. Q8TCT1. recombinant PHOSPHO1, absorbance phosphatase assay. inhibition, % at 13.3 µM. 290,000 tested, 1.1% active; in the data active = inhibition above about 60%
Target sequence (Q8TCT1 whole entry, looked up): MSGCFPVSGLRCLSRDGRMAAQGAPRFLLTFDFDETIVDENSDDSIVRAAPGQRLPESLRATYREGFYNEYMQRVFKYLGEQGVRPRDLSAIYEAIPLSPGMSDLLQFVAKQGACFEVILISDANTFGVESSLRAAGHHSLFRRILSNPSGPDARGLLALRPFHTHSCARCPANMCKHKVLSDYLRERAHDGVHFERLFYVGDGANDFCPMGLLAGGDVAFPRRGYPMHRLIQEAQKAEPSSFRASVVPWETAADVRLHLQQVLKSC
MEKK3 PB1 HTS: modulators (inhibitors or enhancers) of MEK5 binding to human MEKK3 PB1 domain. AID 1529. binding response (% of control), % at 10 µM. bead-based flow cytometry, Alexa488-MEK5 binding to MEKK3; actives lie on both sides; 0 = blocked by unlabeled MEK5, 100 = vehicle. 290,000 tested, 1.4% active;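 active = binding response more than 3 SD above or below the average of its plate-row segment, actives on both sides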;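 note: Alexa488 bead fluorescence after subtracting the streptavidin-only scavenger bead signal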
GPR7 antag: blocks human GPR7 receptor signaling. P48145. GPR7-expressing cells, fluorescence antagonist assay. inhibition, % at 4.4 µM. 290,000 tested, 1.1% active. AID 1861; in the data active = inhibition above about 16%, passing the limit was not always enough;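 note: cells stimulated with the agonist NPW; 0% = agonist with vehicle and 100% = vehicle without agonist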
Target sequence (P48145 whole entry, looked up): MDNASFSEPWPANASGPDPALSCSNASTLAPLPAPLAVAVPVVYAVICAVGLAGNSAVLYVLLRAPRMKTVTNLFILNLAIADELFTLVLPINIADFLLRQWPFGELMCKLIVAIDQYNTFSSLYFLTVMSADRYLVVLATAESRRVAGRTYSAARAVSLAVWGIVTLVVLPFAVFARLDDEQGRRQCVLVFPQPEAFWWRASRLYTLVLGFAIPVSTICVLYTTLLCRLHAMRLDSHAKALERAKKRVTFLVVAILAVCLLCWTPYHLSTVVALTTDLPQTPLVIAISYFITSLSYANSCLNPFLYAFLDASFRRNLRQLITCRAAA
DNA FID counter: displaces DNA intercalator in HCV helicase counter-screen; DNA fluorescent intercalator displacement, fluorescence; inhibition, % at 7.9 µM; 290,000 tested, 0.17% active; AID 1845; in the data active = inhibition above about 37%;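 note: 0% = vehicle and 100% = reference compound; higher means more ethidium bromide displaced from hairpin DNA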
PfM18AAP inh: blocks P. falciparum M18 aspartyl aminopeptidase; recombinant PfM18AAP, H-Glu-NHMec fluorogenic cleavage; inhibition, % at 7.35 µM; 290,000 tested, 1.2% active;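 active = inhibition above the campaign mean inhibition over all tested compounds plus 3 SD, cut at about 28% in these data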;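 note: 0% = plate median of test compound wells and 100% = 2 mM ZnCl2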
MEKK2 mut-MEK5: signal of MEK5 binding to mutant human MEKK2 PB1 domain. AID 1530. 290,000 tested, 0.35% active. bead flow cytometry, Alexa488-MEK5 binding to MEKK2 mutant. percent response, % at 10 µM; in the data active = percent response above about 24%, passing the limit was not always enough; note: inactives centre near 1; some results filed as inactive read as strong as hits; reference of the scale not given here
NALP1 inh: NALP1 inhibition; AID 2071; 280,000 tested, 0.61% active; S. cerevisiae NALP1/ASC/caspase-1 growth, X-gal OD620, 72 h; inhibition, % at 10 µM; in the data active = inhibition mostly above about 24%, no sharp cut-off; inactive = mostly below about 32%; note: some compounds called inactive have numbers as strong as hits
* = called active by the depositor; [ ] = another dose, or the depositor's remark.

What do the screens show for `COc1ccc(C(CC(=O)NC(C)c2ccc(-c3ccccc3)cc2)NC(C)=O)cc1` (stereo not given)?
MEKK2wt PB1 HTS: 105; OXTR agonist: 2.5; PHOSPHO1 inh: 16; MEKK3 PB1 HTS: 105; GPR7 antag: -1; DNA FID counter: -31; PfM18AAP inh: -10; MEKK2 mut-MEK5: 5; NALP1 inh: 3

How did O=C(CCc1nnc(CCCCc2ccccc2)o1)NCCCc1cccnc1 do in these assays?
MEKK2wt PB1 HTS: 9.0*[inhibitor]; OXTR agonist: 0.7; PHOSPHO1 inh: -3; MEKK3 PB1 HTS: 66; GPR7 antag: -1; DNA FID counter: -28; PfM18AAP inh: 3; MEKK2 mut-MEK5: -19; NALP1 inh: 14

How did CCOc1ccc(OCc2ccc(C(=O)NCc3cccnc3)o2)cc1 do in these assays?
MEKK2wt PB1 HTS: 104; OXTR agonist: 2.3; PHOSPHO1 inh: 50; MEKK3 PB1 HTS: 101; GPR7 antag: -1; DNA FID counter: -18; PfM18AAP inh: 3; MEKK2 mut-MEK5: 14; NALP1 inh: 6

Results for O=C(Nc1ccc(N2CCN(C(=O)c3ccco3)CC2)c(Cl)c1)c1c(F)c(F)c(F)c(F)c1F ?
MEKK2wt PB1 HTS: 102; OXTR agonist: 3.6; PHOSPHO1 inh: -11; MEKK3 PB1 HTS: 108; GPR7 antag: 30*; DNA FID counter: -15; PfM18AAP inh: -5; MEKK2 mut-MEK5: 6; NALP1 inh: -5

Results for CCCc1nc2ccc(NC(C)=O)cc2c(=O)n1Cc1ccc(Cl)cc1 ?
MEKK2wt PB1 HTS: 88; OXTR agonist: 2.7; PHOSPHO1 inh: -10; MEKK3 PB1 HTS: 95; GPR7 antag: -1; DNA FID counter: -10; PfM18AAP inh: 3; MEKK2 mut-MEK5: -13; NALP1 inh: 5

What do the screens show for `O=C(CCN1CCN(CCO)CC1)Nc1cccc(Br)c1`?
MEKK2wt PB1 HTS: 102; OXTR agonist: 0.4; PHOSPHO1 inh: 15; MEKK3 PB1 HTS: 108; GPR7 antag: -1; DNA FID counter: 1; PfM18AAP inh: -5; MEKK2 mut-MEK5: 10; NALP1 inh: 7

How did O=C(NCc1cccnc1)c1ccc(COc2ccccc2Cl)o1 do in these assays?
MEKK2wt PB1 HTS: 60; OXTR agonist: 2.0; PHOSPHO1 inh: -10; MEKK3 PB1 HTS: 64; GPR7 antag: 22; DNA FID counter: -10; PfM18AAP inh: 0; MEKK2 mut-MEK5: -17; NALP1 inh: 0

How did Cc1cccc(C(=O)Nc2ccc(C(=O)N/N=C/c3ccc(C)o3)cc2)c1 do in these assays?
MEKK2wt PB1 HTS: 95; OXTR agonist: 2.1; PHOSPHO1 inh: 12; MEKK3 PB1 HTS: 99; GPR7 antag: -4; DNA FID counter: -16; PfM18AAP inh: 42*; MEKK2 mut-MEK5: 4; NALP1 inh: -20

Results for CC(c1ccccc1C(O)(c1ccccc1)c1ccccc1)N(C)C (stereo not given) ?
MEKK2wt PB1 HTS: 97; OXTR agonist: 43*; PHOSPHO1 inh: -12; MEKK3 PB1 HTS: 96; GPR7 antag: 68*; DNA FID counter: 16; PfM18AAP inh: 7; MEKK2 mut-MEK5: -2; NALP1 inh: 21

Results for CCOC(=O)c1[nH]c2ccccc2c1NC(=O)c1cc(OC)c(OC)c(OC)c1 ?
MEKK2wt PB1 HTS: 110; OXTR agonist: 0.4; MEKK3 PB1 HTS: 98; GPR7 antag: -12; DNA FID counter: -25; PfM18AAP inh: 3; MEKK2 mut-MEK5: 8

What do the screens show for `Cc1ccc(S(=O)(=O)CCC(=O)OCC(=O)N2CCN(S(=O)(=O)c3ccc(Cl)cc3)CC2)cc1`?
MEKK2wt PB1 HTS: 106; OXTR agonist: 2.2; PHOSPHO1 inh: 48; MEKK3 PB1 HTS: 101; GPR7 antag: -11; DNA FID counter: -51; PfM18AAP inh: -7; MEKK2 mut-MEK5: 8; NALP1 inh: 10

What do the screens show for `CCn1c(CNC(=O)c2ccccc2F)nnc1SCC(=O)Nc1nncs1`?
MEKK2wt PB1 HTS: 105; OXTR agonist: 0.6; PHOSPHO1 inh: 27; MEKK3 PB1 HTS: 101; GPR7 antag: -2; DNA FID counter: -7; PfM18AAP inh: 11; MEKK2 mut-MEK5: 5; NALP1 inh: 26

What do the screens show for `CCn1nc(C)cc1C(=O)N1CCCC(N2CCN(Cc3ccc4c(c3)OCO4)CC2)C1` (stereo not given)?
MEKK2wt PB1 HTS: 103; OXTR agonist: 1.1; PHOSPHO1 inh: 22; MEKK3 PB1 HTS: 103; GPR7 antag: -4; DNA FID counter: -6; PfM18AAP inh: -3; MEKK2 mut-MEK5: 5; NALP1 inh: 7

How did Cc1cccc(NC(=O)COC(=O)CCc2ccccc2)c1C do in these assays?
MEKK2wt PB1 HTS: 113; OXTR agonist: -1.7; PHOSPHO1 inh: 14; MEKK3 PB1 HTS: 104; GPR7 antag: -16; DNA FID counter: -19; PfM18AAP inh: 1; MEKK2 mut-MEK5: 6; NALP1 inh: -2

What do the screens show for `Nc1nc(NCc2ccco2)nc(Nc2cccc(F)c2)c1[N+](=O)[O-]`?
MEKK2wt PB1 HTS: 99; OXTR agonist: 1.5; PHOSPHO1 inh: 20; MEKK3 PB1 HTS: 98; GPR7 antag: -2; DNA FID counter: 5; PfM18AAP inh: -7; MEKK2 mut-MEK5: -7; NALP1 inh: 26

How did C/C(=N\NC(=O)Cc1cccn1C)c1ccc([N+](=O)[O-])cc1 do in these assays?
MEKK2wt PB1 HTS: 100; OXTR agonist: -0.1; PHOSPHO1 inh: 12; MEKK3 PB1 HTS: 104; GPR7 antag: 0; DNA FID counter: -9; PfM18AAP inh: 2; MEKK2 mut-MEK5: 3; NALP1 inh: 16

How did COc1ccc(C(C)NC(=O)c2ccoc2C)cc1OC (stereo not given) do in these assays?
MEKK2wt PB1 HTS: 99; OXTR agonist: 0.0; PHOSPHO1 inh: 11; MEKK3 PB1 HTS: 100; GPR7 antag: -20; DNA FID counter: -6; PfM18AAP inh: -15; MEKK2 mut-MEK5: 3; NALP1 inh: -1

How did O=C(Nc1nc2c(s1)CCCC2=O)c1cnccn1 do in these assays?
MEKK2wt PB1 HTS: 101; OXTR agonist: 0.7; PHOSPHO1 inh: -21; MEKK3 PB1 HTS: 105; GPR7 antag: -13; DNA FID counter: 5; PfM18AAP inh: 11; MEKK2 mut-MEK5: 4; NALP1 inh: -3

How did CCN1CCN(c2c(C=O)c(Cl)nc3ccc(OC)cc23)CC1 do in these assays?
MEKK2wt PB1 HTS: 106; OXTR agonist: 4.3; PHOSPHO1 inh: 19; MEKK3 PB1 HTS: 105; GPR7 antag: 3; DNA FID counter: 10; PfM18AAP inh: 3; MEKK2 mut-MEK5: 1; NALP1 inh: 24

How did O=C(O)c1ccc(/C=N/NC(=O)c2ccc(Br)cc2)cc1 do in these assays?
MEKK2wt PB1 HTS: 109; OXTR agonist: 0.4; PHOSPHO1 inh: -2; MEKK3 PB1 HTS: 106; GPR7 antag: -3; DNA FID counter: -4; PfM18AAP inh: 1; MEKK2 mut-MEK5: 5; NALP1 inh: 13

What do the screens show for `CCCCN(CC)CCNC(=O)CN(C)S(=O)(=O)c1ccc2c(c1)c(=O)n(C)c(=O)n2C`?
MEKK2wt PB1 HTS: 99; OXTR agonist: -0.3; PHOSPHO1 inh: 40; MEKK3 PB1 HTS: 99; GPR7 antag: -12; DNA FID counter: 12; PfM18AAP inh: 2; MEKK2 mut-MEK5: 3; NALP1 inh: 18

How did COc1ccc(-c2nc(-c3ccncc3)no2)c(OC)c1 do in these assays?
MEKK2wt PB1 HTS: 100; OXTR agonist: -2.2; PHOSPHO1 inh: 49; MEKK3 PB1 HTS: 104; GPR7 antag: -6; DNA FID counter: -20; PfM18AAP inh: -2; MEKK2 mut-MEK5: 1; NALP1 inh: 43

What do the screens show for `COc1ccc(NC(=O)ON=C2c3ccccc3-c3ccccc32)cc1`?
MEKK2wt PB1 HTS: 99; OXTR agonist: -1.4; PHOSPHO1 inh: 14; MEKK3 PB1 HTS: 105; GPR7 antag: -1; DNA FID counter: 2; PfM18AAP inh: -2; MEKK2 mut-MEK5: 3; NALP1 inh: 12

How did CN(C)c1ccc(/C=N\NC(=O)c2csnn2)cc1 do in these assays?
MEKK2wt PB1 HTS: 97; OXTR agonist: 0.3; PHOSPHO1 inh: 7; MEKK3 PB1 HTS: 93; GPR7 antag: -9; DNA FID counter: -1; PfM18AAP inh: 13; MEKK2 mut-MEK5: -6; NALP1 inh: 6

What do the screens show for `COc1ccc(N(C(C)C(=O)N/N=C/c2cccnc2)S(C)(=O)=O)cc1` (stereo not given)?
MEKK2wt PB1 HTS: 102; OXTR agonist: 0.1; PHOSPHO1 inh: -1; MEKK3 PB1 HTS: 102; GPR7 antag: 2; DNA FID counter: -10; PfM18AAP inh: 4; MEKK2 mut-MEK5: -1; NALP1 inh: -6

What do the screens show for `COc1cc(CN2C(=O)C(NC(=O)c3ccco3)(C(F)(F)F)C3=C2CC(C)(C)CC3=O)cc(OC)c1` (stereo not given)?
MEKK2wt PB1 HTS: 94; OXTR agonist: -1.1; PHOSPHO1 inh: 24; MEKK3 PB1 HTS: 97; GPR7 antag: 1; DNA FID counter: -28; PfM18AAP inh: -2; MEKK2 mut-MEK5: -1; NALP1 inh: 20

How did Oc1ccccc1C1=Nc2ccccc2N=C(c2cccs2)C1 do in these assays?
MEKK2wt PB1 HTS: 105; OXTR agonist: 0.3; PHOSPHO1 inh: -1; MEKK3 PB1 HTS: 105; GPR7 antag: 3; DNA FID counter: -11; PfM18AAP inh: 1; MEKK2 mut-MEK5: 6; NALP1 inh: 7

Results for O=C(NC(N1CCOCC1)C(Cl)(Cl)Cl)c1ccccc1Cl (stereo not given) ?
MEKK2wt PB1 HTS: 55*[inhibitor]; OXTR agonist: -1.0; PHOSPHO1 inh: 45; MEKK3 PB1 HTS: 84; GPR7 antag: -7; DNA FID counter: 3; PfM18AAP inh: -1; MEKK2 mut-MEK5: -6; NALP1 inh: -16

What do the screens show for `Cc1ccc(C(c2nnnn2CS(=O)(=O)c2ccc(C)cc2)N2CCC(C(N)=O)CC2)cc1` (stereo not given)?
MEKK2wt PB1 HTS: 105; OXTR agonist: -0.5; PHOSPHO1 inh: -6; MEKK3 PB1 HTS: 98; GPR7 antag: -1; DNA FID counter: -35; PfM18AAP inh: 9; MEKK2 mut-MEK5: 0; NALP1 inh: -2

Results for OC(COc1ccc(Cl)cc1)CN1CCN(c2ccccc2)CC1 (stereo not given) ?
MEKK2wt PB1 HTS: 104; OXTR agonist: 0.5; PHOSPHO1 inh: 11; MEKK3 PB1 HTS: 99; GPR7 antag: 14; DNA FID counter: 2; PfM18AAP inh: -13; MEKK2 mut-MEK5: 2; NALP1 inh: 14

What do the screens show for `CCc1ccccc1NC(=O)C1=CC(c2ccc(OC)c(OC)c2)=NS(=O)(=O)N1C`?
MEKK2wt PB1 HTS: 99; OXTR agonist: -0.6; PHOSPHO1 inh: 31; MEKK3 PB1 HTS: 102; GPR7 antag: 1; DNA FID counter: -21; PfM18AAP inh: 6; MEKK2 mut-MEK5: 0; NALP1 inh: 2

What do the screens show for `Cc1sc2ncnc(Sc3ccccc3C(=O)Nc3ccc(C#N)cc3)c2c1C`?
MEKK2wt PB1 HTS: 94; OXTR agonist: -1.3; PHOSPHO1 inh: -18; MEKK3 PB1 HTS: 102; GPR7 antag: 1; DNA FID counter: 0; PfM18AAP inh: 4; MEKK2 mut-MEK5: -2; NALP1 inh: 28

No enrichment for hits. Share with any hit: about 6.2%.
